DAX1 inh-1: blocks DAX1 repression of SF-1 activated StAR promoter; HEK293T StAR-luciferase reporter, SF-1/DAX-1 repression relief; inhibition, % at 6.8 µM; hit rate 1.1% among 370,000; AID 652010;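 active = inhibition above the mean over all tested compounds plus 3 SD, cut at about 3.6% in these data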;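 also: 0% = DAX-1 cells with DMSO and 100% = cells lacking DAX-1 with DMSO; higher inhibition means more luminescence from relief of DAX-1 repression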
hcDAF-12 act: H. contortus DAF-12 activation, primary screen; HEK293 hcDAF-12 lit1-tk-luc reporter, luminescence; 0% DMSO, 100% Δ7-dafachronic acid; activation, % at 6.8 µM; hit rate 1.4% among 370,000; AID 652067;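 active = activation above the mean of all tested compounds plus 3 SD, cut at about 5.5% in these data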;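 also: 100% = response to 3 µM Δ7-dafachronic acid high control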
PLC-gamma1 inh: blocks human PLC-gamma1 enzyme activity. P19174. purified PLC-gamma1, fluorogenic substrate, fluorescence. inhibition, % at 12.2 µM. hit rate 0.84% among 370,000; in the data active = inhibition above about 9.5%
PLCb3 inh: PLC-beta3 (human) inhibition, primary screen; Purified PLC-beta3, fluorogenic substrate, fluorescence; Q01970; inhibition, % at 12.2 µM; hit rate 0.18% among 370,000; in the data active = inhibition above about 11%;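 also: 0% = median of compound wells on plate and 100% = full blocker control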
HGIII-sPLA2 inh: Inhibits HGIII-sPLA2 liposome hydrolysis, primary screen; hit rate 0.56% among 370,000; QFRET BODIPY PC-A2 liposome hydrolysis, fluorescence; inhibition, % at 12.2 µM;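 active = inhibition above mean plus 3 SD of compounds lying within the high and low control bounds, cut at about 19% in these data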;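 also: 0% = median of test compound wells and 100% = no enzyme DMSO wells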
Target sequence (Q9NZ20 whole entry, looked up): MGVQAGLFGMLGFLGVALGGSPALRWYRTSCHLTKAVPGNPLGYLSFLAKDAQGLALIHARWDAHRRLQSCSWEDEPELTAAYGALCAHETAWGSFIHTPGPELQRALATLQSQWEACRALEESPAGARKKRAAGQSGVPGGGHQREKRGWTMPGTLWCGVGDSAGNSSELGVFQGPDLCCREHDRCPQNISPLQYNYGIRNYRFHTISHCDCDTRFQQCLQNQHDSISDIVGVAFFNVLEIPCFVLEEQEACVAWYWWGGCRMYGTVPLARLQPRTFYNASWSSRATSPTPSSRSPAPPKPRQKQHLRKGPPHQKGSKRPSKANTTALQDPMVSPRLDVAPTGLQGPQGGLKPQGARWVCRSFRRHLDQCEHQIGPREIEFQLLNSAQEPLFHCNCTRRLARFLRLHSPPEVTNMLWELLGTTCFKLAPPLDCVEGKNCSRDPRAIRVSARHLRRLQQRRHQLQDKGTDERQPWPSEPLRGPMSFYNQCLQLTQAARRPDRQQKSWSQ
hgDAF12 agonist: hgDAF-12 agonism, primary luciferase screen | HEK293 GAL4-hgDAF12 UAS-luciferase reporter, agonist luminescence; normalized to butyrate control | activation, % at 6.8 µM | hit rate 1.8% among 370,000 | AID 687014;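 active = activation above a cutoff set at the mean of all screened compounds plus 3 SD, cut at about 10% in these data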;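 also: 0% = DMSO wells and 100% = sodium butyrate wells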
ssDAF12 agonist: activators of S. stercoralis DAF-12 nuclear receptor | HEK293 ssDAF-12/GRIP1 lit1-tk-luc reporter, luminescence; % of 3 µM dafachronic acid response | activation, % at 6.8 µM | hit rate 1% among 370,000;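 active = activation above the mean over all tested compounds plus 3 SD, cut at about 0.9% in these data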;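 also: 0% = DMSO-only wells and 100% = 3 µM delta7-dafachronic acid wells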
ADAM17 inh: inhibitors of human ADAM17. recombinant ADAM17, EDANS/DABCYL FRET peptide cleavage. inhibition, % at 6.95 µM. P78536. hit rate 0.83% among 370,000;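 active = inhibition above the mean of compounds lying between control limits plus 3 SD, set per campaign, cut at about 8.5% in these data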;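 also: 0% = DMSO-only wells as the low control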
GAA850 FXN act: activators of GAA850 frataxin (FXN) promoter; hit rate 0.56% among 360,000; HEK293 lucGAA850 FXN promoter luciferase reporter, 24 h; percent of 10 µM SAHA response; activation, % at 6 µM;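 active = activation above the average of all compounds screened plus 3 SD, cutoff fixed separately per campaign, cut at about 7.5% in these data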;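 also: 0% = DMSO wells and 100% = 10 µM SAHA wells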
DAX1 inh-2: NR0B1 (DAX1) inhibition. P51843. HEK293 Gal4-DAX1 luciferase reporter, luminescence. inhibition, % at 6.75 µM. hit rate 0.99% among 340,000. AID 504766;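 active = inhibition above the mean over all tested compounds plus 3 SD, cut at about 4.2% in these data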;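 also: 0% = DAX1-transfected cells with DMSO and 100% = empty-vector control cells with DMSO; inhibition shows as a rise in luminescence from relieved DAX1 repression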
ADAM10 inh: inhibitors of human ADAM10. O14672. hit rate 0.62% among 370,000. inhibition, % at 7 µM. AID 720582. recombinant ADAM10, EDANS/DABCYL FRET peptide cleavage, 3 h;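 active = inhibition above a per-campaign cutoff equal to the mean of compounds falling between control-based bounds plus 3 SD, cut at about 20% in these data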;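 also: 0% = DMSO wells while the 100% control is not disclosed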
Target sequence (O14672 214-748 limits assumed): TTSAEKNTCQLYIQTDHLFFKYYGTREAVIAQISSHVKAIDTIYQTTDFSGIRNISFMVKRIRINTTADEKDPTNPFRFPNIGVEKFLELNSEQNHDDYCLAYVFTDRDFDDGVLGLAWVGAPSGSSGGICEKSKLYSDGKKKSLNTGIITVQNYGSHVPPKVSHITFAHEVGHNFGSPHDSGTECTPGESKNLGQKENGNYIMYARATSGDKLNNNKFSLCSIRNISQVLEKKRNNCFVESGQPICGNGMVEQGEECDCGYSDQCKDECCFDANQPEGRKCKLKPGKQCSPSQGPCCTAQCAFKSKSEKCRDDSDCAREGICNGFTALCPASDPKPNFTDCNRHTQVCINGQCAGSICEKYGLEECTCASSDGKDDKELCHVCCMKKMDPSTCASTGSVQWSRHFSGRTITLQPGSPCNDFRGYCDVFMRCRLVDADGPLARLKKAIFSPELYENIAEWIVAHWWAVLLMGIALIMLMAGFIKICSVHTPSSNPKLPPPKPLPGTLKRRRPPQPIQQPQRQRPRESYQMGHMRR
Active calls of the source: *; i = inactive; x = no result given.

SMILES,DAX1 inh-1,HGIII-sPLA2 inh,hcDAF-12 act,PLC-gamma1 inh,ADAM17 inh,ssDAF12 agonist,ADAM10 inh,DAX1 inh-2,GAA850 FXN act,hgDAF12 agonist,PLCb3 inh
CCCOc1ccc(CN(C(=O)c2cccc(OC)c2)C2CCS(=O)(=O)C2)cc1 (stereo unspecified),-1.9,-6,-1.5,0,3,-1.2,2,0.3,0.5,-5.0,3
CC1CC(C)CN(S(=O)(=O)CCNC(=O)c2ccc3c(c2)OCO3)C1 (stereo unspecified),-1.0,-1,-1.4,1,-2,-0.7,5,-1.4,-0.4,1.9,1
O=C(NC1CCCC1)C(=O)N(c1ccccc1F)C(C(=O)NCC1CCCO1)c1cccs1 (stereo unspecified),-0.6,1,0.6,2,-2,-1.5,2,0.6,-1.6,-2.3,1
Cc1cc(/C=C2/NC(=O)N(Cc3ccccc3F)C2=O)c(C)n1C(C)C,-0.4,-2,-2.2,-30,-4,0.6,-16,-0.2,1.5,1.5,-28
CCc1cccc(NC(=O)CSc2nc(C)cs2)c1,1.3,7,0.3,2,-3,-0.5,-5,0.9,0.1,2.5,1
CCC(CC)NC(=O)COC(=O)CCC(=O)c1cccs1,0.0,4,0.1,0,-3,-1.8,2,-0.1,1.3,1.1,2
COc1cc2[nH]c(-c3ccc(C)cc3)cc(=O)c2cc1OC,1.3,4,-1.2,-80,-132,-0.7,i,1.3,0.1,1.8,-130
CN(C)S(=O)(=O)Oc1ccc(C(=O)Nc2cccc(Cl)c2)cc1,0.0,-9,0.3,3,1,-1.5,3,-0.8,5.6,6.9,2
COc1ccccc1-n1cc2c([N+](=O)[O-])cc([N+](=O)[O-])cc2n1,0.0,-8,-1.0,-2,-1,-1.6,-3,-1.1,-0.1,0.8,-7
CCCOc1cccc(NC(=O)c2c(-c3ccccc3)noc2C)c1,-1.9,-6,-2.6,3,4,-1.0,15,-0.8,-2.2,3.3,4
CCOC(=O)[C@H]1[C@H]2COc3ccc(C)cc3[C@@H]2N2C(=O)CN(Cc3ccc(Cl)cc3)C(=O)[C@@]12C,0.2,7,-1.2,-5,-3,-1.2,-11,-0.8,-1.9,-0.4,0
COc1ccc(C(=O)NC(=S)Nc2cc3oc4ccccc4c3cc2OC)cc1,-0.1,0,1.6,-2,-5,-0.2,-13,-0.3,-0.6,0.3,2
COc1ccc(C)cc1NC(=O)c1ccc(S(=O)(=O)N2CCOCC2)cc1,-0.3,-2,-1.6,0,-2,-1.3,1,-1.1,-1.2,-0.7,2
CC(=O)NCCC(=O)Nc1nc(-c2c[nH]c3ccccc23)cs1,0.1,-3,4.8,-8,-1,0.4,10,3.5,-2.0,4.5,-23
Cc1cc(C)c(S(=O)(=O)Nc2ccc(N(C)C)cc2)c(C)c1-n1cnnn1,-0.8,10,-3.6,4,4,-1.4,12,1.2,-2.8,-4.0,-1
O=C1/C(=C/c2cccc([N+](=O)[O-])c2)Oc2cc(O)ccc21,-0.1,12,-1.7,-1,-2,-1.7,-14,-1.2,-1.0,0.1,-10
Cc1ccc(Cl)cc1NC(=O)COC(=O)C1CCCCC1,0.4,2,-0.4,-1,-1,-0.8,10,-0.2,-0.3,0.1,2
CC1(C)CC(=O)C(C(C2=C(O)CC(C)(C)CC2=O)c2ccc([N+](=O)[O-])cc2)C(=O)C1 (stereo unspecified),-0.6,6,0.5,1,-1,-2.0,3,-1.1,-0.6,-3.7,1
COc1ccc(C2/C=C\CN(S(=O)(=O)c3ccc4ccccc4c3)CC(=O)N2Cc2ccc(F)cc2)cc1 (stereo unspecified),0.6,-10,-1.7,6,7,-1.6,11,-0.2,1.8,1.2,8
CC(C(=O)NCc1ccccc1Cl)n1cc([N+](=O)[O-])cn1 (stereo unspecified),-0.2,2,-2.3,0,-3,-1.4,-5,0.1,-0.2,-1.2,-3
CSc1nnc(-c2ccncc2)n1/N=C/c1cn(-c2ccccc2)nc1-c1ccc(Cl)cc1,-0.3,-7,-2.2,0,-2,-0.9,2,0.2,2.0,-2.0,-4
CCOC(=O)N1CCC(n2c(SCC(=O)NCc3ccccc3)nc3ccccc3c2=O)CC1,-0.6,3,-1.1,2,-4,-1.9,-2,-1.9,7.2,-1.1,0
CN(c1ccc(C(=O)Nc2ccc(CC#N)cc2)cc1)S(C)(=O)=O,-0.6,1,-1.0,1,-8,-1.3,-9,1.0,0.1,1.3,-4
CC1(c2ccc3noc(-c4ccc(F)cc4)c3c2)OCCO1,-0.3,5,-0.3,-62,-20,-1.1,-36,-0.5,-1.6,-0.4,-63
CCCC(O)(CCC)C(=O)NNc1ccc(C)cc1,0.2,4,0.1,-1,-5,-1.1,-6,3.1,2.1,-0.3,-3
Cc1nc(Oc2cccc(Cl)c2)c2oc3ccccc3c2n1,-0.6,1,-2.4,-2,0,-1.3,0,-1.4,-1.7,-0.4,2
Cc1oc(-c2ccccc2F)nc1CS(=O)(=O)CC(=O)NCCN(C)C1CCCCC1,0.4,-12,1.6,4,0,-1.4,-4,-0.4,-1.4,1.0,1
C=CCn1c(SCC(N)=O)nc(C)cc1=O,0.6,3,-0.7,6,1,-0.8,7,-0.1,0.5,0.0,2
CC(C)COc1ccc(Cc2cnc(N)nc2N)cc1,-0.1,0,-0.1,-2,-5,-1.6,-22,-0.7,2.1,-1.1,-2
Cc1cc(=O)[nH]c(NCc2ccccc2)n1,0.0,15,-0.8,1,-5,-1.2,-5,-2.0,2.0,-3.2,-6
COc1ccccc1N1C(=O)C(=O)N(C)C1=O,-0.6,3,-1.1,-1,-1,-1.1,-3,1.7,-0.1,1.1,-4
O=C(CSc1nc2c([nH]c3ccccc32)c(=O)n1-c1ccccc1)NCC1CCCO1 (stereo unspecified),-0.3,0,-1.0,1,-1,-1.3,-15,-0.8,1.0,0.7,-4
Cc1cccc(/C(N)=N/OC(=O)c2ccoc2C)c1,1.5,4,5.2,3,-1,0.2,1,1.6,4.3,9.1,0
COc1ccc(C)cc1S(=O)(=O)N1CCCC(C(=O)NCc2ccccn2)C1 (stereo unspecified),0.6,2,-2.9,-1,1,-0.2,6,-0.1,-0.6,-0.5,-5
COc1ccccc1C(C(=O)c1ccccc1)c1ccc2ccccc2c1 (stereo unspecified),1.5,2,1.1,0,-1,-1.1,-2,x,x,1.0,-5
Cc1noc(C)c1COc1ccccc1C(=O)N(C)Cc1ccc(F)cc1,-0.7,0,-1.1,0,3,-0.8,-4,0.2,0.9,3.9,-8
C/C(=N\NC(=O)c1cc(C)oc1C)c1ccc(N2CCOCC2)cc1,3.3,0,0.8,4,0,-1.6,0,1.4,-0.1,6.0,-6
COc1ccc(NS(=O)(=O)c2ccc(F)cc2F)cn1,-0.2,-5,-0.2,-1,-1,-0.4,-5,1.5,2.0,0.0,-7
CN(C)S(=O)(=O)c1ccc(NC(=O)CN2C(=O)NC(Cc3ccccc3)C2=O)cc1 (stereo unspecified),0.2,-12,0.1,-2,3,-1.1,0,-0.3,1.3,2.5,-2
NC(=O)c1ncn([C@@H]2O[C@H](CNCc3cnc(N4CCOCC4)nc3)[C@@H](O)[C@H]2O)n1,-1.1,9,-1.0,-3,-9,-1.1,-17,-0.2,0.4,1.1,-5
COc1ccc(-c2nn(C)c3sc(C(=O)N4CCOCC4)cc23)cc1OC,-0.7,-1,-1.5,-188,-4,-0.7,0,-0.1,3.5,1.1,-240
CC(=O)c1cccc(NC(=O)CCNS(=O)(=O)c2cccc3nsnc23)c1,0.1,5,0.5,5,2,-1.4,1,-1.9,-1.0,-1.1,6
Cc1ccc2oc(=O)n(CCOc3ccccc3)c2c1,0.4,3,-0.1,0,-3,-1.2,3,-1.5,-1.4,-1.1,-1
O=C(COC(=O)C1CCCCC1)NCCc1ccccc1,-1.6,-3,-1.7,0,-2,0.1,-6,3.3,0.1,4.4,-3
O=C(COC(=O)c1cc[n+]([O-])cc1)NC(=O)c1ccc(OC(F)F)cc1,-0.8,3,3.0,-8,-2,-0.6,-14,-0.1,0.7,2.8,-16
CCCCn1c(N)c(N(CCC(C)C)C(=O)C2CCCC2)c(=O)[nH]c1=O,1.1,-5,-0.1,-3,-5,-1.4,-7,-0.8,0.2,3.4,-2
COc1ccc(Cl)cc1S(=O)(=O)N1CCN=C1C,0.6,1,12*,2,2,1.6*,-8,1.1,-0.1,-1.3,1
CCOC(=O)C1CCCN(c2cc(=O)n(Cc3ccc(F)cc3)c(=O)[nH]2)C1 (stereo unspecified),0.8,5,-1.4,1,0,-0.9,-7,2.5,2.4,0.8,2
CNc1nc(N)c([N+](=O)[O-])c(Nc2cccc(Cl)c2)n1,-0.1,1,-2.7,2,-1,-1.5,4,x,6.4,-1.2,-2
CC(C#N)Sc1nnc(Nc2ccccc2)s1 (stereo unspecified),0.8,-5,0.2,1,-12,-0.8,0,0.4,0.5,1.8,-3
COC(=O)c1cc2c(=O)c3ccccc3oc2nc1/C=C/N(C)C,0.1,9,-1.0,-116,-102,-0.8,-210,1.0,1.6,-2.0,-140
CC(C)(C)c1cc(C(=O)NCc2ccccc2)ccn1,-0.8,3,-2.7,2,-4,-1.4,-3,-1.4,-1.3,-3.3,-2
CC1CC(C)CN(CCCNC(=O)c2nn(C)c3c2CS(=O)(=O)c2ccccc2-3)C1 (stereo unspecified),-0.8,2,0.9,6,6,-0.7,0,0.1,0.1,-0.8,5
COc1ccc(N2CCN(CCNC(=O)CCNS(=O)(=O)c3cccs3)CC2)cc1,-0.3,6,-0.1,8,-4,-1.7,-5,1.2,-0.2,0.1,-2
CC(=O)N1CCN(C(=O)c2cccc(S(=O)(=O)Nc3ccc(C)cc3)c2)CC1,0.3,3,-0.9,1,-1,-0.5,0,0.1,-1.0,-0.9,0
COC(=O)[C@@H]1C[C@@]2(O)[C@H](O)[C@H](O)[C@H](O)C[C@H]2N1Cc1ccccc1OS(=O)(=O)c1ccc(C)cc1,-0.5,-1,-2.6,0,-4,-1.2,-5,1.9,2.9,1.4,-2
Cc1ccc(-c2noc(CCC(=O)NCCCN3CCN(c4cccc(Cl)c4)CC3)n2)cc1,-1.5,-39,-2.0,3,0,-1.5,5,-0.9,-2.0,-3.7,3
CCOC(=O)N=S(=O)(Oc1ccc([N+](=O)[O-])cc1)c1ccc(Cl)cc1 (stereo unspecified),-0.8,-5,-2.1,2,3,-1.4,2,0.7,1.4,2.7,1
CCOC(=O)C(=CNc1cc(C)nn1-c1ccc(C)cc1)C(=O)OCC,-2.6,-5,-1.2,-2,-1,-1.1,8,-3.0,-6.9,-1.7,-4
